# Source: PubChem BioAssay
# HTR5A ag – HTR5A agonists in luminescence cell assay, primary screen, counter-screen for OPRM1-OPRD1 heterodimer agonist project, full-deck HTS. 0.61% of 340,000 active. 5-hydroxytryptamine receptor 5A (Homo sapiens), P47898. AID 504692, 2011. activation, % at 9.3 µM. cell-based; in the data active = activation mostly above about 9.5%, no sharp cut-off; inactive = mostly below about 7.6%;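 also: 0% = cells with vehicle only and 100% = reference agonist; strong numbers were not always called active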
# Target sequence (P47898 whole entry, looked up): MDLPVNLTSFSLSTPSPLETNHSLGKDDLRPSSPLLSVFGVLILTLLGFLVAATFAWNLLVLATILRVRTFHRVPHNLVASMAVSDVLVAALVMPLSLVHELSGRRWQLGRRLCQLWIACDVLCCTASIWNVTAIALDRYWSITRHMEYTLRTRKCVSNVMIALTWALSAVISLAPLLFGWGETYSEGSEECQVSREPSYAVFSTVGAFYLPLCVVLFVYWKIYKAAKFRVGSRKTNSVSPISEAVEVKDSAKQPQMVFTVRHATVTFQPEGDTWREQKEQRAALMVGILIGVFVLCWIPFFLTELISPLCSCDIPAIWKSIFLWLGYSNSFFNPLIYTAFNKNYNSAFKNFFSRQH
# SR-BI HDL uptake – inhibitors of SR-BI mediated HDL lipid uptake, primary screen, ldlA[mSR-BI] cells, fluorescence, single point. ldlA[mSR-BI] CHO cells, DiI-HDL uptake fluorescence, 3 h. inhibition, % at 12.5 µM. 0.96% of 320,000 active;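 active = mean replicate inhibition of at least 70% and a set share of replicates each scoring 70 or more; inconclusive = meets just one of the two criteria; inactive = fails both criteria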;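 also: 0% = median of neutral control wells and 100% = median of positive control wells; values of inactives mirror those of a sister screen read the other way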
# PvdQ inh – P. aeruginosa PvdQ acylase inhibitors, primary screen, biochemical, fluorescence, plate reader and imaging, single point; AID 488965, 2010; 0.063% of 340,000 active; purified PvdQ acylase; inhibition, % at 10 µM; in the data active = inhibition above about 30%, passing the limit was not always enough; inconclusive = no clear call, values can overlap the other calls;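 also: 0% = vehicle neutral wells and 100% = reference inhibitor wells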
# RTF Ca sens act – cardiac RTF calcium sensitivity activators, primary screen, biochemical, IANBD-TnC fluorescence, EC20 calcium; 0.24% of 340,000 active; Troponin I, cardiac muscle (Homo sapiens) + Troponin T, cardiac muscle (Homo sapiens) + …; activation, % at 7.2 µM; IANBD-labeled TnC RTF fluorescence at EC20 calcium; 0% EC20 calcium, 100% full calcium;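 active = activation above the mean over all tested compounds plus 3 SD, cut at about 30% in these data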;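 also: rise in fluorescence read as greater calcium sensitivity of cardiac thin filaments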
# dFosB act – activators of delta FosB homodimer, primary screen, biochemical, fluorescence polarization, TAMRA-CDK5 oligo, single point | Protein FosB (Mus musculus), P13346 | purified delta FosB; percent of positive-control signal above neutral wells | activation, % at 25 µM | 0.99% of 340,000 active | AID 493131, 2011;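 active = mean activation above about 17%, with every replicate also reaching it, limit read from the data, passing the limit was not always enough; inconclusive = only one of the two conditions met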;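 also: fluorescence polarization rise as delta FosB binds a TAMRA Cdk5 AP-1 oligo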
# Target sequence (P13346 whole entry, looked up): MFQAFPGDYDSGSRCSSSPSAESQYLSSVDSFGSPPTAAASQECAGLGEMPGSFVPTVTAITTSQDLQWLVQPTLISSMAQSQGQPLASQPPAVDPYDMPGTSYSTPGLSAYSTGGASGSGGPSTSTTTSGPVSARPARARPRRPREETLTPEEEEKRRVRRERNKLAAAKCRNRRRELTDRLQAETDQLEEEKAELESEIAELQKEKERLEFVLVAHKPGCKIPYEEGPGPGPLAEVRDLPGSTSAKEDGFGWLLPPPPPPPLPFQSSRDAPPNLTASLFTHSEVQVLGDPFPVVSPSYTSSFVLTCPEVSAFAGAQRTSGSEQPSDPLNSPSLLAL
# SR-BI DiI-HDL act – activators of SR-BI mediated DiI-HDL uptake, primary screen, ldlA[mSR-BI] CHO cells, DiI fluorescence; 3 h; 100 = double the neutral-control signal; activation, % at 12.5 µM; 0.096% of 320,000 active; AID 504775, 2011;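 active = mean replicate activation of at least 60% and every replicate at or above 60%; inconclusive = mean or all-replicate condition met, but not both; inactive = mean below 60% and not all replicates reaching 60%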;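 also: 0% = median plate neutral-control signal and 100% = twice that signal; values of inactives mirror those of a sister screen read the other way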
#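 Test system: SR-BI-overexpressing, LDLR-lacking CHO cells. Measured by: DiI fluorescence, bottom read. Medium: Ham's F12 with 0.5% BSA, HEPES 25 mM, pH 7.4. Timing: 3 h uptake period with compound, 37 °C.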
# MITF act – activators of MITF-driven TRPM1 promoter reporter, primary screen, cell-based, SK-MEL-5, luciferase, single point; SK-MEL-5 TRPM1-promoter luciferase, 24 h; % of positive control, neutral wells = 0; activation, % at 12.5 µM; 0.75% of 300,000 active; AID 588334, 2011;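 active = mean activation of at least 80% with every replicate also reaching 80%; inconclusive = mean reaches 80% but some replicate falls short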;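 also: 0% = neutral control wells and 100% = parthenolide positive control wells; values of inactives mirror those of a sister screen read the other way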
# Wnt bcat act – Wnt/beta-catenin pathway activators, primary screen, cell-based, plate reader, single point; Wnt/beta-catenin reporter cell assay, activator; activation, % at 9.35 µM; 1.2% of 300,000 active; in the data active = activation above about 30%, passing the limit was not always enough; inconclusive = no clear call, values can overlap the other calls;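 also: 0% = neutral control wells and 100% = positive control wells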
# Rtt109 HAT inh – inhibitors of C. albicans Rtt109/Vps75 HAT, primary screen, biochemical, ThioGlo CoA-SH fluorescence, plate reader; Histone acetyltransferase RTT109 (Candida albicans (strain SC5314 / ATCC MYA-2876)), …; inhibition, % at 34.9 µM; 0.16% of 330,000 active; purified Rtt109/Vps75, 4 h;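 active = inhibition of at least 50% in every replicate; inconclusive = best replicate reaches 50% inhibition but some replicates fall short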
# Target sequence (Q5AAJ8 whole entry, looked up): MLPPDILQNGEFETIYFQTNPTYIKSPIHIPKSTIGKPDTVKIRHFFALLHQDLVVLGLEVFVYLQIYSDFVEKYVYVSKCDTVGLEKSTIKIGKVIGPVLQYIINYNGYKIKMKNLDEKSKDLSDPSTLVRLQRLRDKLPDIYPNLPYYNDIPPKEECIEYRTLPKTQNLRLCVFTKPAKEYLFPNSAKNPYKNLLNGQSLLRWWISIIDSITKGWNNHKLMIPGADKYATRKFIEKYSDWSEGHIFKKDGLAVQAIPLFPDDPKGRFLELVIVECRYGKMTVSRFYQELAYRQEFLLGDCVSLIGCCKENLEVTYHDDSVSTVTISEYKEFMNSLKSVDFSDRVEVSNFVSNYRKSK
# CDK5 inh – inhibitors of human CDK5/p35 kinase, primary screen, biochemical, single concentration. AID 488839, 2010. Cyclin-dependent kinase 5 (Homo sapiens) + Cyclin-dependent kinase 5 activator 1 (Homo …. Recombinant CDK5/p35, ADP-Glo luminescence, 60 min. 0.01% of 330,000 active. inhibition, % at 10 µM;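 active = highest replicate inhibition of at least 50% and at least 75% of replicates reaching 50%; inconclusive = only one of the two criteria met; inactive = both criteria failed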;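 also: plate controls were DMSO neutral control for no effect and GW8510 at 10 µM for full effect; many of its hits are not listed in these tables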
# The depositor's hits bear a star; ? = inconclusive; · = no result given. Rows were taken by chance; 4.4% or so of the library scored in one or more.
# Each structure is followed by: HTR5A ag	SR-BI HDL uptake	PvdQ inh	RTF Ca sens act	dFosB act	SR-BI DiI-HDL act	MITF act	Wnt bcat act	Rtt109 HAT inh	CDK5 inh
COC(=O)Nc1ccc(S(=O)(=O)N2CCCC(C(=O)N3CCC(C)CC3)C2)cc1 (configuration not stated)
→ 6	-3	-6	11	-5	3	-2	1	-3	-1.9
Cc1ccccc1NC(=O)COC(=O)c1cc[n+]([O-])cc1
→ -1	-20	-9	-5	-1	20	4	1	-3	0.1
CCc1nnc(SCC(=O)Nc2ccc(N3CCN(S(C)(=O)=O)CC3)cc2)o1
→ 4	·	-13	13	-2	·	1	-2	5	-0.6
CN(CC(=O)Nc1ccc(F)cc1)C(=O)c1cccc(S(=O)(=O)N2CCN(c3ccc(F)cc3)CC2)c1
→ 1	-24	-12	-9	-11	24	-24	1	26	1.2
O=C(O)CCC(=O)N1CCc2cc(S(=O)(=O)N3CCCCC3)ccc21
→ -1	-21	-5	-3	7	21	9	-1	-2	0.3
Cn1cnnc1SCC(=O)c1cc2ccccc2o1
→ 3	14	-13	-3	-1	-14	-9	2	-1	1.2
CC(NC(=O)Nc1ccccn1)N1C(=O)C2C3C=CC(C3)C2C1=O (configuration not stated)
→ -3	-10	-1	-4	2	10	-3	·	-2	-3.0
Cc1cccc(NC(=O)c2ccoc2C)n1
→ 7	12	-9	2	2	-12	33	·	-9	0.1
CN1CCc2ccccc2C1C1CCNCC1 (configuration not stated)
→ 4	-3	-4	-3	0	3	2	·	10	1.6
CCOc1ccc(NC(=O)c2ccc3c(=O)n4c(nc3c2)CCCCC4)cc1
→ 8	16	-9	1	-5	-16	-8	1	-1	-1.9
COc1ccc(C(=O)NCC(=O)c2ccccc2)cc1
→ -4	-4	-7	1	2	4	·	16	-3	0.9
O=S(=O)(NCCc1csc(-c2cccnc2)n1)c1cc(F)ccc1F
→ 2	-9	-19	-4	-12	9	10	-4	0	1.5
Cn1c(=O)c2c(ncn2CC(=O)OCC(=O)Nc2cc(Cl)ccc2Cl)n(C)c1=O
→ 1	-6	-10	-1	-9	6	-6	1	-5	0.6
CNc1oc(-c2cccs2)nc1C#N
→ 3	-13	-46	4	-6	13	10	·	15	1.0
CSc1ccc(C(=O)/C=C/c2ccc(N)cc2)cc1
→ 0	16	-9	-2	2	-16	64	67*	-6	0.0
CC1=C(C(=O)N2CCCC(N3CCN(c4ccccc4F)CC3)C2)OCCO1 (configuration not stated)
→ 0	-2	-7	-1	-4	2	-2	0	-28	0.3
COc1ccc(CNC(=O)c2ccc(C(C)(C)C)cc2)cc1
→ -3	3	-2	1	-2	-3	102*	6	-7	-0.2
O=C(COc1cccnc1[N+](=O)[O-])Nc1ccc2c(c1)OC(F)(F)O2
→ -3	40	-8	7	3	-40	-16	-4	-4	0.6
O=C(NCCc1nc2ccccc2[nH]1)c1ccco1
→ 0	-10	-6	8	-3	10	·	-6	-6	-3.5
CCOc1ccc2[nH]cc(S(=O)(=O)c3ccc(Cl)cc3)c(=O)c2c1
→ 4	8	2	-5	-6	-8	11	0	3	0.4
CCCCC(=O)N(CCC)CCC
→ -1	-25	-10	0	7	25	-13	-1	1	-1.1
Cc1cc(NC(=O)C(C)C)n(-c2nc3ccccc3s2)n1
→ 3	51	9	-2	-10	-51	-3	5	-9	-0.7
CCN(CC)S(=O)(=O)c1cc(NC(=O)CNc2cccc(S(=O)(=O)N3CCCC3)c2)ccc1C
→ -5	18	4	-4	0	-18	-34	·	4	0.4
COc1ccc(CSc2nnnn2-c2ccc(C(N)=O)cc2)cc1[N+](=O)[O-]
→ -3	-6	2	-7	9	6	-7	-3	7	0.9
O=C(CS(=O)(=O)c1ccc(F)cc1)N1CCOCC1
→ 12	-10	-11	-4	2	10	10	0	12	-0.9
COc1ccccc1CNCc1ccc(OC)c2ccccc12
→ -4	-8	-8	-12	-1	8	·	-1	5	-1.7
Cc1cc(-c2ccc(F)cc2)nc2cc(C(N)=O)nn12
→ -3	43	-4	4	-6	-43	-4	·	-15	2.2
C/C(=N\NC(=O)c1nnn(-c2nonc2N)c1-c1cccs1)c1ccncc1
→ -1	-23	7	-1	-2	23	3	3	-5	1.7
Cc1nc2ccccn2c1-c1ccnc(=S)[nH]1
→ 2	3	-13	2	-3	-3	22	0	-3	2.6
CC1(C)Cc2nc3sc4c(SCC(=O)NCc5ccccc5)ncnc4c3cc2CO1
→ -2	-13	0	0	-9	13	·	3	-1	-0.2
CCc1c(C)nc2c(Br)cccc2c1SCCC#N
→ 0	20	-13	1	-5	-20	0	-3	-3	1.2
O=C(COc1cccc(C(F)(F)F)c1)NNC(=O)Cn1c(=O)cnc2ccccc21
→ -5	-10	-1	5	1	10	1	-2	-3	-1.6
Cc1cccnc1NC(=O)c1ccc(Br)o1
→ -1	7	12	-3	-6	-7	5	1	7	-1.1
COC(=O)Cn1c(CCS(=O)(=O)c2ccc(C)cc2)nc2ccccc21
→ -6	-26	-3	3	4	26	-7	9	11	0.0
Cn1cncc1C#Cc1c(C=O)n(C)c2ccccc12
→ 1	20	-3	-4	-27	-20	5	1	-2	0.4
CN(C)c1ccc(O)c2c1CC1CC3[C@@H](N(C)C)C(=O)C(C(N)=O)C(=O)[C@]3(O)C(=O)C1C2=O (some centres not stated)
→ 7	6	-3	3	-8	-6	-13	0	11	-7.4
COC(=O)c1nn(-c2ccc(OC)cc2)c(=O)cc1Sc1ccc(C)cc1
→ ·	-10	1	·	-11	10	-5	-13	-5	-0.5
Cc1cccc(S(=O)(=O)Nc2ccc(S(=O)(=O)Nc3nccs3)cc2)c1
→ -2	-8	-16	-1	-4	8	-2	-5	4	-1.6
O=C(NNC(=O)c1nn(-c2ccc(F)cc2)ccc1=O)c1ccc(C(F)(F)F)cc1
→ -1	-23	-10	5	3	23	5	0	2	-0.7
CCN(CC)CCNC(=O)c1ccc(NC(=O)COc2ccc3c(c2)CCC3)cc1
→ 17*	4	3	-2	-3	-4	36	-6	1	0.0
CCCCSc1nc2sc3c(c2c(=O)[nH]1)CCC3
→ 6	0	3	4	-2	0	7	·	-9	0.7
CC1(C)CC(NCc2ccccc2)CCO1 (configuration not stated)
→ 5	-16	14	-3	-4	39	2	-3	12	-0.2
CCOc1ccc(C(CCc2ccccc2)NC(=O)c2ccc(OC)c(OC)c2)cc1OCC (configuration not stated)
→ 0	7	4	2	-3	-7	2	·	16	1.0
O=S(=O)(c1ccccc1)c1nc(-c2ccco2)oc1NCCN1CCOCC1
→ 0	-13	-9	7	-1	13	-3	-2	-14	0.0
O=C(Cn1cc([N+](=O)[O-])cn1)N1CCN(Cc2ccc3c(c2)OCO3)CC1
→ 6	-9	-7	-4	-3	9	-7	0	-5	0.6
O=C1CN(C(=O)c2ccc(F)cc2)c2ccccc2N1
→ 5	3	-19	2	3	-3	-5	1	-25	1.1
CCc1ccc(C(CC(=O)O)N2Cc3ccccc3C2=O)cc1 (configuration not stated)
→ 0	1	-9	2	-4	-1	11	4	-7	0.9
O=CC1=C(N2CCOCC2)/C(=C/c2ccc(Cl)cc2)CC1
→ -2	22	-6	5	-7	-22	-9	1	-6	-0.1
C[C@@H]1CN([C@H](C)CO)C(=O)c2cc(NC(=O)Cc3ccccc3)ccc2O[C@H]1CN(C)Cc1ccc(Oc2ccccc2)cc1
→ 1	14	-7	-1	-2	-14	0	-12	3	1.4
Cc1ccc(Nc2nc(C(=O)N3CCC(C(=O)NC(C)C)CC3)cs2)cc1
→ 2	18	6	-1	-14	-18	10	58*	-6	0.2
Cc1onc(-c2ccccc2)c1C(=O)c1c[nH]c(C(=O)NCc2ccccn2)c1
→ -3	5	4	-3	2	-5	-5	0	-2	0.3
COc1ccc(S(=O)(=O)N2CCC(C(=O)NCC(=O)Nc3c(C)cccc3C)CC2)cc1OC
→ -3	-11	12	1	-4	11	-1	0	-8	-1.3
CCC(C)n1c(-c2cccc(S(=O)(=O)N(CC)CC)c2)n[nH]c1=S (configuration not stated)
→ -1	13	-13	1	-5	-13	8	0	-8	1.8
Cc1cc(C)cc(N(CC(=O)O)S(=O)(=O)c2c(C)noc2C)c1
→ -1	2	4	-2	0	-2	5	-1	4	-0.5
CCCCC(=NCCc1c(C)[nH]c2ccc(OC)cc12)C1=C(O)CC(c2ccccc2)CC1=O (configuration not stated)
→ -3	-168	-2	-5	-2	?	-27	-7	-6	1.0
COc1ccc(N2CCN(Cc3cc(=O)oc4cc(C)c(Cl)cc34)CC2)cc1
→ -1	45	-8	11	-3	-45	13	-1	-11	0.7
CC(C)Oc1ccc(C(CC(=O)N(C)CCC#N)c2ccc(F)cc2)cc1 (configuration not stated)
→ 2	-20	-5	-4	-5	20	-10	·	-1	-0.3
CCCCC(=O)Nc1cccc(NC(=O)c2ccc3c(c2)OCO3)c1
→ 10	46	14	-2	0	-46	·	·	1	1.3
COc1ccc(C(=O)Nc2cc3c(cc2C#N)OCO3)cc1S(=O)(=O)N1CCN(C)CC1
→ 5	14	2	5	-10	-14	·	-4	19	2.3
CC(NC(=O)COC(=O)/C=C/c1ccc([N+](=O)[O-])cc1)c1ccccc1 (configuration not stated)
→ 0	13	-3	-1	3	-13	2	·	-4	1.0

# (cont.)
# Each structure is followed by: HTR5A ag	SR-BI HDL uptake	PvdQ inh	RTF Ca sens act	dFosB act	SR-BI DiI-HDL act	MITF act	Wnt bcat act	Rtt109 HAT inh	CDK5 inh
CCOC(=O)/C(=C\c1ccc(C)cc1)NC(=O)c1ccccc1
→ 4	5	2	-4	0	-5	-15	-1	-8	0.1
COc1cc(C(=O)COC(=O)c2ccco2)cc(OC)c1OC
→ 3	-6	-14	-4	-8	6	-5	-3	-6	0.2
Cc1nn(Cc2c(Cl)cccc2Cl)c(C)c1C(=O)NCc1ccc(C)n1C
→ 2	34	-9	5	-13	-34	6	·	-12	-1.0
CC(=O)Nc1ccc2c(c1)Cc1cc(N3C(=O)C=CC3=O)ccc1-2
→ 3	19	-7	3	6	-19	-79	-4	0	-0.5
S=C(NCc1ccco1)N1CCN(c2cccc(Cl)c2)CC1
→ -4	29	7	-2	-4	-29	7	-2	1	2.4
Cn1c(Cc2ccc3c(c2)OCO3)nnc1SCC(=O)N1CCc2ccccc2C1
→ 0	-13	9	-1	-3	13	-6	·	-4	0.9
